AID inh: Primary qHTS assay for inhibitors of Activation Induced Cytidine Deaminase (AID): AID signal | AID deamination FRET fluorescence, UDG-coupled, 4 h | Single-stranded DNA cytosine deaminase (Homo sapiens), Q9GZX7 | Potency, µM (titrated, usually from 115 µM), for the others: top-dose activity change, negative = inhibition, hits mostly inhibitors | actives 0.32% (n = 91,000); further: nearly all actives have a fitted effect of over 25% in size
Target sequence (Q9GZX7 whole entry, looked up): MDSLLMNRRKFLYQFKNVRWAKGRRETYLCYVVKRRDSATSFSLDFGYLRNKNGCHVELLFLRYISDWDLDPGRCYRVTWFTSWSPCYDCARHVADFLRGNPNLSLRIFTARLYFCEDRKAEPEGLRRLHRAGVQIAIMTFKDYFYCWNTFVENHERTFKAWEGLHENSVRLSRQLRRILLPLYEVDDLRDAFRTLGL
UDG counterscr: Primary qHTS assay for inhibitors of Activation Induced Cytidine Deaminase (AID): UDG Counterscreen signal | Uracil-DNA glycosylase | FRET deamination/UDG coupled assay, UDG read, 4 h | Potency, µM (doses to about 115 µM), for the others: top-dose activity change, negative = inhibition, usual class: inhibitors | actives 0.14% (n = 91,000) | AID 1347430, 2020; further: nearly all actives have a fitted effect of over 65% in size
* = called active by the depositor; u = inconclusive; [ ] = dose if it differs, or a comment. The call rests on the fitted dose curve; in most records, active means well fitted curve in the direction sought with a large enough effect; inconclusive means small, poorly fitted or top-dose-only effect, or another doubt; inactive means no such curve, though single readings can be large; an effect the other way counts as inactive or inconclusive. On the % scale 0 is the no-effect control and ±100 the full control effect; potency means the concentration at half of the fitted maximal effect.

SMILES | AID inh | UDG counterscr
Cc1cccc(N2CCN(C(=O)CCS(=O)(=O)c3ccc4c(c3)oc(=O)n4C)CC2)c1C | 19.9%[57.5 µM] | 14.8%[57.5 µM]
Cc1nc2cc(NC(=O)c3ccc(F)c(F)c3)ccc2o1 | 1.2% | -1.2%
Cc1nc2c(-c3ccccc3)c(C)nn2c(C)c1CCC(=O)NCc1cccc(Cl)c1 | 10.8% | -5.9%
COc1ccccc1C(=O)N(Cc1ccc(C(C)C)cc1)C1CCS(=O)(=O)C1 (configuration not stated) | -0.1% | 5.7%
O=C(CN1CCCN(Cc2ccc(F)cc2)S1(=O)=O)Nc1ccc2c(c1)OCCO2 | -15.5% | -9.2%
CC1CCc2onc(C(=O)Nc3ccc(Cl)cc3)c2C1 (configuration not stated) | -5.6% | -4.8%
Clc1ccc2nc(Nc3ccccc3Cl)nc(-c3ccccc3)c2c1 | 2.7% | 23.1%
CCN(CC)Cc1c(C=O)sc2c1CCCC2 | 10.0% | -3.8%
Cc1ccc(NS(=O)(=O)c2ccc3[nH]c4c(c3c2)CCCC4)cc1N(C)C | 32.3%[activator] | -10.3%[57.5 µM]
Cc1ccc2scc(N3CCN(c4ccccc4)CC3)c(=O)c2c1 | 7.6% | 2.4%
NC(=O)c1c(NC(=O)CS(=O)(=O)c2ccc(Cl)cc2)sc2c1CCCC2 | 2.2% | 5.3%
Cc1nc2scc(C)n2c(=O)c1S(=O)(=O)Nc1ccc(N2CCN(S(C)(=O)=O)CC2)cc1 | 164.3%[activator] | 2.7%

Single values from above.
In UDG counterscr, Cc1nc2c(-c3ccccc3)c(C)nn2c(C)c1CCC(=O)NCc1cccc(Cl)c1 is listed with -5.9%
In AID inh, Cc1nc2cc(NC(=O)c3ccc(F)c(F)c3)ccc2o1 is listed with 1.2%

Back to the main list; the 2 compounds before the break are reprinted first.
SMILES | AID inh | UDG counterscr
NC(=O)c1c(NC(=O)CS(=O)(=O)c2ccc(Cl)cc2)sc2c1CCCC2 | 2.2% | 5.3%
Cc1nc2scc(C)n2c(=O)c1S(=O)(=O)Nc1ccc(N2CCN(S(C)(=O)=O)CC2)cc1 | 164.3%[activator] | 2.7%
Cc1cc(C(=O)NC2CCCCC2C)cs1 (configuration not stated) | -2.7% | -6.7%
CCOC(=O)CC(=O)CSc1nc2ccsc2c(=O)n1Cc1ccccc1 | 1.8% | -2.6%
CCCCNC(=O)c1ccccc1NC(=O)Cn1cnc2c1c(=O)n(C)c(=O)n2C | 1.1% | -4.2%
COc1ccc(C)cc1Nc1nc(N)c2cc(OC)c(OC)cc2n1 | -1.4% | -8.8%
O=C(COc1ccc(F)cc1)Nc1ccc(C(=O)OCc2cc(=O)n3nc(C4CC4)sc3n2)cc1 | 24.5% | -6.5%
CC(C)Cc1ccc2cc(C(=O)O)[nH]c2c1 | 1.6% | -3.4%
COc1ccc(-c2cc3nc(C4CCN(C(=O)OC(C)(C)C)CC4)c(C(=O)Nc4cc(Cl)cc(Cl)c4)cn3n2)cc1 | 20.9% | -6.9%
CC(C)(C)NC(=O)CC(c1ccccc1)c1ccccc1 | 11.2% | 11.2%
O=C(NC1CCCCC1)c1ccc(CSc2nc3cccnc3n2Cc2ccccc2F)cc1 | 9.0% | 1.1%
CCCCOc1ccc(/C=C(/C#N)c2nc3ccccc3[nH]2)cc1OC | 30.6%[activator] | -8.7%
C/C(=N/NC(=O)c1cccc(C)c1)c1ccc2ccccc2c1 | -1.6% | -0.1%
O=C(/C=C/c1cccc(F)c1)c1cccc(N2CCOCC2)c1 | -17.8% | -5.2%
COc1cccc2cc(-c3nnc(SCC(=O)Nc4ccc(C)cc4)n3N)oc12 | -9.3% | 47.3%[activator]
CCOc1ccccc1CNC(=O)c1nn(C)c2c1CS(=O)(=O)c1ccccc1-2 | -11.5% | -9.5%
CC1CCN(C(CNC(=O)c2ccccc2C(F)(F)F)C(C)C)CC1 (configuration not stated) | 2.3% | -3.7%
COC(=O)c1ccc(Cl)cc1NC(=O)N1CCCn2nc(C)cc21 | 0.7% | 1.9%
COc1ccc(-c2nc(CS(=O)CC(=O)NCc3cccnc3)c(C)o2)cc1 (configuration not stated) | 7.6% | 1.5%
COc1ccc(-c2nnc(SCC(=O)N(C)Cc3ccccc3)o2)cc1OC | 359.1%[activator] | 54.7%[activator]
Fc1cccc(Cn2c(-c3cncs3)nc3ccccc32)c1 | u | 0.0%
CCOc1ccc(NC(=O)Cn2c3ncccc3c(=O)n2-c2ccc(CC)cc2)cc1 | 10.4% | 0.3%
COc1cc(C2Nc3ccc(C)cc3[C@H]3OCCC[C@@H]23)cc(Cl)c1OC (some centres not stated) | -5.7% | 5.5%
CCS(=O)(=O)c1oc(-c2ccc(F)cc2)nc1S(=O)(=O)c1ccccc1 | 7.2% | -4.2%
O=C(CSc1nc(-c2ccccc2)[nH]c1-c1ccccc1)Nc1ccc2c(c1)OCCO2 | -5.2% | -9.3%
CCn1cc(-c2cc(C(=O)O)c3ccccc3n2)c(C)n1 | 1.8% | -0.9%
CC(C)OCc1ccc(CNC(=O)CC(C)c2ccccc2)cc1 (configuration not stated) | 3.3% | 4.6%
Cc1nc2nc(NC(=O)C(C)(C)C)[nH]n2c(=O)c1Cc1ccccc1 | -5.2% | 3.4%
Cc1coc2cc3o/c(=N/O)c4c(c3cc12)CCC4 | 0.6% | 10.0%
N#CC(C(=O)Nc1cccc(C(F)(F)F)c1)=C1CCCC1 | 79.1%[activator] | 6.0%
CCN(CC)c1ccc(-n2nc3cc(C)c(NC(=O)c4ccccc4F)cc3n2)cc1 | 21.8%[57.5 µM] | -12.5%[57.5 µM]
CCN(CC)c1ccc(NC(=S)Nc2cccc(C)c2)cc1 | -4.8% | -11.4%
O=C(c1ccc2c(c1)N(Cc1ccc(F)cc1)C(=O)c1ccccc1S2(=O)=O)N1CCCCC1 | -17.0% | -14.8%
Cc1cccc(NC(=O)Cn2c(C)cc3ccccc32)c1 | 0.4% | -5.1%
Cc1ccc(-c2nc(S(=O)(=O)c3ccc(C)cc3)c(SCC(=O)Nc3ccc(F)cc3)o2)cc1 | -1.1% | 1.2%
CCOc1ccc(NC(=O)c2ccc(F)c(S(=O)(=O)N(CC)Cc3ccccc3)c2)cc1 | 3.4% | -0.3%
O=C(NC1CCN(CC(F)F)CC1)c1cc2c(s1)CCCCC2 | -1.0% | -3.9%
COc1ccc(Nc2oc(-c3cccc(C)c3)nc2C#N)cc1 | -3.5% | -13.7%
COC(=O)C1CCCCN1S(=O)(=O)c1c(F)cccc1F (configuration not stated) | 5.3% | -1.0%
O=C1Nc2ccccc2CCC1n1nc(-c2ccc(Cl)cc2)ccc1=O (configuration not stated) | -6.4% | 3.8%
O=C(CC1N=C2c3ccccc3N=C(SCc3cccc(F)c3)N2C1=O)NC1CCCCC1 (configuration not stated) | -11.2% | 6.1%
COC(=O)Nc1ccc(CNC(=O)c2cccc(C)c2)cc1 | 53.8%[activator] | 1.3%
CC(C)c1ccc2occ(CC(=O)N(Cc3ccc(F)cc3)C3CCS(=O)(=O)C3)c2c1 (configuration not stated) | u | -20.7%
O=C(CSc1nc2ccccc2c(=O)[nH]1)c1ccccc1 | 1.1% | -5.3%
COc1ccc2c(c1OC)C(=O)OC2OC (configuration not stated) | 3.8% | 4.4%
O=C(c1ccc(F)cc1)N1CCN(Cc2c[nH]c3ccccc23)CC1 | 2.6% | -8.0%
O=C(O)CSCc1c[nH]c2ccccc12 | 9.0% | 4.9%
CCOCCCNC(=O)C(c1ccc(OC)cc1)N(Cc1cccs1)C(=O)CNC(C)=O (configuration not stated) | -21.7% | -6.9%
CCCCN(C)C(=O)Cn1c(=O)n(Cc2ccc3c(c2)OCO3)c(=O)c2sccc21 | 3.8% | -14.7%
Cc1cccn2c(=O)c3cc(C(=O)Nc4ccc(Cl)c(Cl)c4)sc3nc12 | 0.1% | 2.7%[57.5 µM]
CC(=O)c1ccc(NC(=O)c2nc3nc(C)cc(C(F)F)n3n2)cc1 | 9.6% | 3.7%
C/C(=N/NC(=O)c1cccs1)c1ccc(-c2ccccc2)cc1 | -6.5% | -5.7%
CN(CC(=O)NC(=O)NCC(F)(F)F)CC(=O)Nc1ccc(Cl)c(Cl)c1 | 3.4% | -4.5%
COc1ccc(-c2nc3c(c(SCC(=O)Nc4cccc(O)c4)n2)Cc2c(CO)cnc(C)c2O3)cc1 | 44.7µM* | -14.9%
CC(=O)c1c[nH]c2cc(F)ccc12 | -7.3% | -4.1%
CCc1nn(CC(=O)N2CCCCC2)c(=O)c2cc3sccc3n12 | 11.9% | -6.1%
CCOC(=O)C1CCN(C(=O)CSc2c3c(nc4ccc(Cl)cc24)CCCC3)CC1 | u | -9.2%
CCOc1ccc(S(=O)(=O)N(C(=O)c2ccncc2)c2ccc3oc(C)c(C(=O)OC)c3c2)cc1 | 2.2% | 1.6%
Cc1ccc(C)c(N2C(=O)N(Cc3ccccc3C)c3ccccc3S2(=O)=O)c1 | u | -6.7%
CCCCC1(C)NC(=O)N(c2ccc(Br)cc2)N1 (configuration not stated) | -4.4% | -7.3%
CCn1ccc2cc(S(=O)(=O)N3CCCN(C(=O)Nc4cc(Cl)ccc4C)CC3)ccc21 | 5.0% | 9.5%
CCn1c(C(=O)Nc2ccc(C)cc2C)cc2sc(Cl)cc21 | -12.0% | -3.1%
Next section:
SMILES | AID inh | UDG counterscr
COc1ccc(-n2ncc(C(=O)NCc3ccco3)c2C2CCN(C(=O)OC(C)(C)C)CC2)cc1 | -14.2% | 0.6%
Brc1ccc(-c2nc(-c3cccnc3)no2)cc1 | -4.0% | 3.2%
Cc1ccc(C)c(C(=O)N2CCC(c3nc4c(nnn4Cc4ccccc4)c(=O)[nH]3)CC2)c1 | u | 3.9%
Cc1ccc(N(C)C(=O)Cn2cc(S(=O)(=O)N3CCCC3)c(S(=O)(=O)N3CCCC3)c2)cc1 | 2.8%[57.5 µM] | -5.0%[57.5 µM]
Cc1cccc(NC(=O)CSc2nccn2-c2cccc(Cl)c2)c1C | -20.7% | -5.4%
COCCNc1cc(N2CCN(C3CCCCC3)CC2)c2noc3c2c1C(=O)c1ccccc1-3 | 183.3%[activator] | 9.1%
Cn1c(=O)n(CC(=O)O)c(=O)c2c1nc1n2CCCN1c1ccc(Cl)cc1 | 5.0% | -5.0%
CCCN(CCC)CCNC(=O)Cn1cnc2sc(C)c(S(=O)(=O)N3CCN(c4ccccc4OC)CC3)c2c1=O | 14.6% | 4.8%
Cc1ccc(/C=C/c2onc(C)c2S(=O)(=O)N2CCC(C(=O)Nc3ccc(Br)c(C)c3)CC2)cc1 | 10.0% | -8.3%
Cc1ccc(-c2cc3ncc(C(=O)c4cc(Cl)c(C)cc4O)cn3n2)cc1 | -7.9% | -6.4%
CCOC(=O)c1cccc(NC(=O)c2cc(S(=O)(=O)N3CCCCCC3)cn2C)c1 | 3.4% | 1.5%
COC(=O)c1ccccc1NC(=O)Nc1nnc(N2CCCCC2C)s1 (configuration not stated) | 0.0% | -1.3%
Cc1ccc(-c2nnc3ccccc3c2C(=O)Nc2cccc(C(F)(F)F)c2)cc1 | 18.4% | 4.4%
COC(=O)c1ccc(Oc2coc3cc(OC)ccc3c2=O)cc1 | -3.9% | -8.8%
Cc1ccccc1NC(=O)C1CCC(CNS(=O)(=O)c2ccc3c(c2)C(C)(C)C(=O)N3C)CC1 (configuration not stated) | 7.0% | 24.1%
Cc1ccc(N2NC3(CCCCCC3)NC2=S)cc1 | -11.7% | -4.2%

Laid out differently: entries from further up.
smiles	AID inh	UDG counterscr
COC(=O)Nc1ccc(CNC(=O)c2cccc(C)c2)cc1	53.8%[activator]	1.3%
CC(C)c1ccc2occ(CC(=O)N(Cc3ccc(F)cc3)C3CCS(=O)(=O)C3)c2c1 (configuration not stated)	u	-20.7%
O=C(CSc1nc2ccccc2c(=O)[nH]1)c1ccccc1	1.1%	-5.3%
COc1ccc2c(c1OC)C(=O)OC2OC (configuration not stated)	3.8%	4.4%

An excerpt. The share of hits here may be higher or lower than overall.
